Source: PubChem BioAssay
TEAD-YAP inh = TEAD-YAP interaction inhibition | HEK-TIYL cells, TEAD-Gal4/YAP UAS-luciferase luminescence | inhibition, % at 9.12 µM | actives 1.4% (n = 640,000) | AID 1259422; in the data active = inhibition above about 32%;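 also: 0% = median of test compound wells and 100% = reference inhibitor wells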
FBW7 act = human FBW7 E3 ligase activation, primary screen; Q969H0; AlphaScreen FBW7–phospho-cyclin E peptide binding, activator screen; normalized activity (activation), % at 26.1 µM; actives 0.13% (n = 650,000); AID 1259310; in the data active = normalized activity above about 1.9%;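 also: purified mutant Fbw7 with reduced substrate affinity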
MITF primary = human MITF inhibition, primary screen; O75030; AlphaScreen MITF homodimerization, bead proximity signal; inhibition, % at 2.6 µM; actives 0.91% (n = 650,000); AID 1259374; in the data active = inhibition above about 50%;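 also: 0% = vehicle wells with protein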
Target sequence (O75030 whole entry, looked up): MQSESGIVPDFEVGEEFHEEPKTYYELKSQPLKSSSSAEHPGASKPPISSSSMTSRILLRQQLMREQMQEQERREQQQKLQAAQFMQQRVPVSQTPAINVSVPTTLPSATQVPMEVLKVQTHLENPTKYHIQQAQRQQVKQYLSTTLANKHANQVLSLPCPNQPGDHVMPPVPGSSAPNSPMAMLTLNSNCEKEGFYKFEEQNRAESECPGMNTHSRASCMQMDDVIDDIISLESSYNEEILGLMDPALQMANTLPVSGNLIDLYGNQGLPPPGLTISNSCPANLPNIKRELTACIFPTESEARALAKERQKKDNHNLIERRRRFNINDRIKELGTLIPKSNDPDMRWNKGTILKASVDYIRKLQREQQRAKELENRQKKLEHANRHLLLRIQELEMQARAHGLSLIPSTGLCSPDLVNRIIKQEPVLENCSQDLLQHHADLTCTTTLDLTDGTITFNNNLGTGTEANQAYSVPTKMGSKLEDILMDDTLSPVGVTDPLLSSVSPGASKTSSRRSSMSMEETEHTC
GPR151 ag = activates the human receptor GPR151. AID 1508602. PathHunter beta-arrestin GPR151 cells, luminescence. actives 1% (n = 650,000). activation, % at 11.2 µM; in the data active = activation above about 4.9%;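 also: 0% = median of compound wells and 100% = cells with positive control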
Target sequence (Q8TDV0 whole entry, looked up): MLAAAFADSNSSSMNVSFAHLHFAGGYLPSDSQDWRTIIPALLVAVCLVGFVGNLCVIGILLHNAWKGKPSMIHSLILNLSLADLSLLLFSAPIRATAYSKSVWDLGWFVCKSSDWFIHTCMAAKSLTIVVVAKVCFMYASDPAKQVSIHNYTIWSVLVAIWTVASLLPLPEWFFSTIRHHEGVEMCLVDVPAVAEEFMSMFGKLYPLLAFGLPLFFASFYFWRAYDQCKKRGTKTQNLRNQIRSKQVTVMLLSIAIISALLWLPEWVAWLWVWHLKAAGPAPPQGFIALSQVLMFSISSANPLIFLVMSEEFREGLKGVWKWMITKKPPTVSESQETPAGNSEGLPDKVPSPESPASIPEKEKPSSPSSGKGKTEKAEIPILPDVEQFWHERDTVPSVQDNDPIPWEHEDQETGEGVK
Starred values were filed as active, the others as inactive. Compounds as they come; overall some 3.4% were active at least once.

SMILES	TEAD-YAP inh	FBW7 act	MITF primary	GPR151 ag
CCC1CCC(c2ccc(C3=N/C(=C\c4cc(OC)c(OC)cc4OC)C(=O)O3)cc2)CC1 (centres undefined)	1	0.2	11	1.0
O=C(O)c1cccnc1SC/C=C/c1ccccc1	-21	0.2	6	0.1
CC1CCC2(CC1)NC(=O)N(CC(=O)Nc1ccccc1[N+](=O)[O-])C2=O (centres undefined)	-5	0.2	3	2.8
COc1ccc(-c2n[nH]c(=S)n2-c2ccc(C)cc2)cc1OC	13	0.1	-283	-1.7
O=C(Nc1ccc2c(c1)C(=O)NC2=O)c1ccc2ccccc2c1	-26	-0.1	-7	-1.0
COCCN1Cc2cccc(C(=O)Nc3cc(C(=O)OC)cc(C(=O)OC)c3)c2C1=O	-6	-0.2	-24	0.6
COC(=O)c1c(OC(C)C)cc(=O)n2c1CCN(Cc1cccn1-c1cccnc1)CC2	9	0.0	6	1.3
CCOc1ccc(C2C(C(=O)OCc3ccccc3)=C(C)NC3=C2C(=O)CC(c2ccccc2)C3)cc1 (centres undefined)	2	0.2	0	-0.3
CCCCN(c1ccccc1C(=O)O)S(=O)(=O)c1cccc([N+](=O)[O-])c1	2	0.0	14	-0.8
O=C(NCC(c1ccc2c(c1)OCO2)N1CCN(c2ccccc2F)CC1)C1CC1 (centres undefined)	-2	-0.1	-3	-0.9
CCN1c2ncccc2C(=O)NC12CCN(C(=O)c1cnccn1)CC2	4	-0.1	13	0.9
C/C(=N\NC1=NCCCCC1)c1ccccc1	7	0.4	19	-1.1
O=C(O)c1cccc(S(=O)(=O)Nc2ccc3oc(=O)sc3c2)c1	6	0.0	3	1.7
c1ccc(C2OCC3OC(c4ccccc4)OC3CO2)cc1 (centres undefined)	5	0.0	10	0.2
Cc1cccc(C(=O)NC(C(=O)O)C23CC4CC(CC(C4)C2)C3)c1 (centres undefined)	6	-0.3	-6	0.6
CC(C)CNC(=O)COC(=O)c1ccc(F)cc1Cl	0	-0.1	21	-0.1
O=C(Nc1nc(-c2ccccc2)c(C(=O)c2ccccc2)s1)c1cc([N+](=O)[O-])ccc1Cl	30	0.2	8	-0.8
Nn1c(COc2ccccc2)nnc1SCC(=O)Nc1cccc(C(F)(F)F)c1	-1	0.0	-2	0.9
CCCn1c(C(O)c2ccc(C)cc2)nc2ccccc21 (centres undefined)	14	-0.1	6	-0.9
CN(C(=O)c1ccc(Cn2cc([N+](=O)[O-])cn2)o1)C12CC3CC(CC(C3)C1)C2	-2	0.1	-2	0.5
O=C(Cn1c2ccccc2c2ccccc21)N1CCn2c(nnc2C2CC2)C1	3	0.2	14	0.8
CCc1ccc(OCC(=O)NCc2ccco2)c(Br)c1	-44	0.3	8	0.7
O=C(NC1CCCCCC1)c1ccc(Cl)c(S(=O)(=O)N2CCOCC2)c1	-7	-0.3	-5	-0.1
CN(C)c1ccc(/C=C2\C(=O)N(c3c(Cl)cc(Cl)cc3Cl)N=C2NC(=O)c2cccc([N+](=O)[O-])c2)cc1	10	0.3	7	-1.2
CCCCNC(=O)c1cn(-c2ccc(OC)cc2)c(=O)c2ccccc12	-6	0.0	9	1.5

Compound profiles (already shown). Order of screens: TEAD-YAP inh, FBW7 act, MITF primary, GPR151 ag
CC1CCC2(CC1)NC(=O)N(CC(=O)Nc1ccccc1[N+](=O)[O-])C2=O (centres undefined) reads -5, 0.2, 3, 2.8
O=C(Cn1c2ccccc2c2ccccc21)N1CCn2c(nnc2C2CC2)C1 reads 3, 0.2, 14, 0.8
CCc1ccc(OCC(=O)NCc2ccco2)c(Br)c1 reads -44, 0.3, 8, 0.7
CCC1CCC(c2ccc(C3=N/C(=C\c4cc(OC)c(OC)cc4OC)C(=O)O3)cc2)CC1 (centres undefined) reads 1, 0.2, 11, 1.0
CCCCNC(=O)c1cn(-c2ccc(OC)cc2)c(=O)c2ccccc12 reads -6, 0.0, 9, 1.5

The list goes on.
SMILES	TEAD-YAP inh	FBW7 act	MITF primary	GPR151 ag
CCOc1ccccc1NC(=O)c1ccccc1NC(=O)c1ccc(OC)cc1	1	0.1	-3	0.0
COc1ccc(CCNC(=O)CCC2(Cc3ccc4ccccc4c3)CCC(=O)N2)cc1 (centres undefined)	20	-0.1	0	1.7
COc1ccc(C2NC(=O)NC(C)=C2C(=O)Nc2ccccc2OC)cc1 (centres undefined)	-10	-0.2	-7	1.9
COc1cc(NC(=O)c2cc([N+](=O)[O-])ccc2N2CCN(C)CC2)c2ncccc2c1	-9	0.0	3	0.6
O=C1CN=C(Nc2ccccc2F)N1Cc1ccccc1	-1	0.1	5	0.4
CC(=O)Nc1ccc([N+](=O)[O-])c(C)c1C	2	0.0	4	2.1
Cc1ccccc1OCCCNC(C)(C)C	2	0.0	2	-0.3
Cc1ccccc1CN1CCC2(CCC(CNC(=O)c3snnc3C)O2)CC1 (centres undefined)	6	0.1	4	1.7
COc1ccccc1N1CCN(C(=O)C(=O)c2c(C)[nH]c3ccccc23)CC1	11	-0.1	-13	-0.5
COCCNC(=O)CN1CCN(Cc2cccc(Cl)c2)C1=O	-3	-0.1	-8	0.3
COc1ccc(N2CCN(c3ncnc4sc(C(=O)Nc5c(F)cc(F)cc5Br)c(C)c34)CC2)cc1	-14	-0.1	-3	0.0
CC1CCN(S(=O)(=O)c2ccc3[nH]c4nc(=S)[nH]nc4c3c2)CC1	-3	0.3	21	-0.5
COc1ccc2[nH]c(=O)c(CN(CCCN(C)C)C(=O)Nc3ccccc3OC)cc2c1	-9	0.0	11	-1.2
C/C(=N\NC(=O)c1ccoc1C)c1ccc(Cl)s1	-68	0.2	10	-0.9
CN1CCCN(Cc2ccc(-c3ccccc3)cc2)CC1	0	0.6	28	-0.7
CCc1ccc(NC(=O)c2cc(S(=O)(=O)NC(C)C)ccc2F)cc1	-35	-0.1	-11	-0.8
Cc1ccc(C(=O)NCC(c2ccc(N(C)C)cc2)N2CCN(C)CC2)cc1 (centres undefined)	-8	0.9	1	2.0
CCn1c(C)cc(/C=C2\C(=O)NC(=O)N(c3ccc(Cl)cc3Cl)C2=O)c1C	-4	0.0	12	-0.7
COc1cccc(Nc2cc(N3CCCCC3C)c3noc4c3c2C(=O)c2ccccc2-4)c1 (centres undefined)	6	-0.5	69*	-1.4
CCCC1CCc2c(sc(NC(=O)c3cc(-c4ccc(CC(C)C)cc4)nc4ccccc34)c2C(N)=O)C1 (centres undefined)	-11	0.1	6	0.4
CC[C@@H](Cn1nnc2ccccc2c1=O)NC(=O)C(C)(C)C	8	0.0	-11	1.1
Cc1cc(NC2CC2)nc(N2CCCC2CO)n1 (centres undefined)	9	-0.1	0	-0.8
CCOC(=O)c1cc2c(=O)n3ccccc3nc2n(C(C)C)c1=NC(=O)c1cccs1	7	0.0	0	-1.8
CCCCCSc1nnc2c(n1)OC(c1cccc(C)n1)Nc1ccccc1-2 (centres undefined)	8	0.1	-3	-1.4
COc1cc(S(=O)(=O)Nc2cccc3cn[nH]c23)ccc1F	52*	0.3	-6	-0.6

Three structures from above, ordered by count of non-hydrogen atoms, lowest first:
SMILES	TEAD-YAP inh	FBW7 act	MITF primary	GPR151 ag
CC(=O)Nc1ccc([N+](=O)[O-])c(C)c1C	2	0.0	4	2.1
Cc1cc(NC2CC2)nc(N2CCCC2CO)n1 (centres undefined)	9	-0.1	0	-0.8
CCn1c(C)cc(/C=C2\C(=O)NC(=O)N(c3ccc(Cl)cc3Cl)C2=O)c1C	-4	0.0	12	-0.7

Following part.
SMILES	TEAD-YAP inh	FBW7 act	MITF primary	GPR151 ag
O=C(NNC(=S)Nc1ccc(F)cc1)c1ccccc1O	2	-0.9	29	-1.0
Cn1nnc2cc(NC(=O)NC(C)(C)C)ccc21	-12	0.0	-7	1.3
CCN1C(=O)/C(=C/c2cc(C)n(C3CCCC3)c2C)C(=O)NC1=S	0	0.0	21	6.3*
COc1cccc(C2Nc3ccccc3NC3=C2C(=O)CC(c2ccc(Cl)cc2)C3)c1 (centres undefined)	15	0.8	3	0.2
CC(NC(=O)C(F)(Cl)C(F)(F)F)c1ccccc1 (centres undefined)	1	0.1	2	-0.8
Cc1ccc(NC(=S)N(Cc2cccs2)C2CCCCC2)cc1	-1	-0.1	-7	0.7
CCOc1ccc2c(=O)c(Oc3ccccc3Br)c(C(F)(F)F)oc2c1	-13	1.5	28	-1.7
CCc1cc2c(=O)c(Oc3ccccc3)c(C(F)(F)F)oc2cc1O	0	0.1	-10	1.3
c1ccc(Nc2nc(Nc3ccccc3)nc(N3CCc4ccccc4C3)n2)cc1	1	0.1	-2	0.6
CCn1c(C(=O)O)c(CC(=O)Nc2ccc(C)c(F)c2)c2ccccc21	0	-0.1	2	-0.6
CCOC(=O)c1sc(NC(=O)/C=C/C(=O)O)c(C(=O)OCC)c1C	11	0.0	9	-2.1
Nc1nc(NC2CCN(Cc3ccccc3)CC2)cc(N2CCCC2CO)n1 (centres undefined)	2	0.0	-16	-0.6
COc1ccccc1NC(=O)c1c(C)oc2c1CCCC2	-6	-0.2	-15	-0.4
COc1ccc(/C(C)=N\NC(=O)c2cc(C)oc2C)cc1	-34	0.4	5	-2.3
CCCCCCCC(=O)Nc1ccc(C(=O)Nc2ccc(C)cc2C)cc1	-2	0.1	-10	0.2
CC(=O)c1ccc(C(=O)Nc2ccc(S(=O)(=O)Nc3nc(C)cc(C)n3)cc2)cc1	0	-0.1	-7	-0.2
CN(C)c1ccc(/C=C2\C(=O)N(c3c(Cl)cc(Cl)cc3Cl)N=C2NC(=O)c2cccc(N3C(=O)c4ccccc4C3=O)c2)cc1	14	0.1	12	-0.4
CCCCC1CCC(C(=O)NC(C(=O)O)C(C)C)CC1 (centres undefined)	-2	0.1	-2	1.7
CCOC(=O)c1c(NC(=O)CSc2nnc(CNC(=O)COc3ccc(Cl)cc3)n2Cc2ccccc2)sc2c1CCC2	-7	-0.2	-4	0.3
Cc1cc(C(=O)N2CCOc3ccc(CN4CCC(Oc5cccnc5)CC4)cc3C2)no1	10	0.1	10	-0.9
COc1cc(NC(=O)Cc2cccc3ccccc23)ccc1N1CCCCC1=O	15	0.0	9	1.4
CCOC(=O)C1(Cc2ccc(OC)cc2)CCN(C(=O)C2CCOCC2)CC1	-7	-0.2	-9	1.8
CC1=C(C(=O)OC2CCC(C)CC2)C(c2ccccc2Cl)NC(=O)N1 (centres undefined)	-6	0.3	81*	-1.2
CCOC(=O)c1ccccc1NC(=O)NCc1noc2ccc(C)cc12	8	0.1	10	0.3
Cc1ccc(C)c(-n2c(CNC(=O)c3ccc(S(=O)(=O)N(C)C)cc3)nnc2SCC(=O)N2CCc3ccccc32)c1	-1	-0.1	0	-0.9

The listing continues.
SMILES	TEAD-YAP inh	FBW7 act	MITF primary	GPR151 ag
COC(=O)c1ccc(COC(=O)c2cccc(C)c2O)cc1	2	0.0	8	3.0
C=CCN(C(=O)CSc1nc2[nH]ncc2c(=O)n1-c1ccccc1)c1ccccc1	18	-0.1	5	0.8
CCOc1ccc(C(=O)Nc2ccc(-c3nc4ccc(C)cc4s3)cc2)cc1[N+](=O)[O-]	-4	-0.1	0	0.0
COc1ccccc1Nc1nc(-c2sc(NC(C)=O)nc2C)cs1	-1	-0.2	-16	0.5
COc1ccc(C(=O)N2CCN(C(=O)c3ccc(F)cc3)CC2)cc1	4	0.0	6	-2.7
CC(C)CC(NC(N)=O)C(=O)Nc1ccc(F)c(Cl)c1 (centres undefined)	8	0.0	9	-1.8
Cc1ccc(C2CC(C(F)(F)F)n3ncc(C(=O)N4CCN(c5cccc(Cl)c5)CC4)c3N2)cc1 (centres undefined)	6	0.0	17	2.5
O=c1c2sc(=S)n(CCc3ccccc3)c2[nH]c(=S)n1-c1ccc(Br)cc1	1	-0.1	5	0.8
CN1CCN(S(=O)(=O)c2ccc3c(c2)C(=O)c2ccccc2C3=O)CC1	-31	-0.2	-4	-1.4
Cc1ccccc1C(=O)Nn1c(-c2ccccc2F)nc2ccccc2c1=O	-7	0.1	-5	0.0
O=C(O/N=C/c1ccc2c(c1)OCO2)c1cccc(C(F)(F)F)c1	8	0.1	9	-1.4
CC(C)CNC(=O)c1nn2c(C(F)(F)F)cc(-c3ccc(Br)cc3)nc2c1Cl	3	-0.1	-12	-1.0
CCOC(=O)c1ccc2c(c1)N(CC)C(=O)c1ccccc1S2	-13	0.2	-18	-0.3
O=C(NCc1cccs1)c1cnn2c(C(F)(F)F)cc(-c3ccc(Br)cc3)nc12	7	0.3	21	-0.9
Cc1ccc(NC(=S)NNC(N)=O)cc1	4	-0.1	9	1.4
COc1cccc(-c2cc(C(F)(F)F)c(C#N)c(SCC(N)=O)n2)c1	4	1.0	16	0.7
CC(C)(C)c1ccc(C(=O)CCC(=O)OCC(=O)Nc2ccc(C#N)cc2)cc1	10	0.0	5	-2.0
Cc1ncc2c(c1CNC(=O)c1ccc3nc[nH]c3c1)CCN(C(=O)C1=CCCC1)C2	-22	-0.6	9	1.2
CCCNC(=O)c1ccnc(-c2ccc(OC)nc2)c1	-1	0.1	10	3.2
O=C(NCCCN1CCCC1=O)c1ccc2c(=O)n(-c3ccccc3F)c(=S)[nH]c2c1	-3	0.0	-19	-0.8
CCOc1cc(C2C3=C(CC(C)(C)CC3=O)N(C)C3=C2C(=O)CC(C)(C)C3)ccc1OCc1ccccc1	12	0.5	11	-1.0
COc1ccc(OCC(O)Cn2c(NCc3ccco3)nc3c2c(=O)n(C)c(=O)n3C)cc1 (centres undefined)	16	0.0	-1	1.0

Part of the list above in another layout:
Below each compound: TEAD-YAP inh, FBW7 act, MITF primary, GPR151 ag
CCN1c2ncccc2C(=O)NC12CCN(C(=O)c1cnccn1)CC2
 : 4, -0.1, 13, 0.9
C/C(=N\NC1=NCCCCC1)c1ccccc1
 : 7, 0.4, 19, -1.1
